TNAP act hiacc: TNAP activators at high phosphate acceptor level, primary screen, biochemical, luminescence, uHTS. purified TNAP, CDP-star luminescence, 1 M DEA, 30 min; stronger effect = higher value; 0 = EDTA background, 1 = DMSO-only activity. activation factor at 20 µM. 200,000 tested, under 10 active. AID 1136, 2008;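 active = activation factor at least 2 at 20 µM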
Target sequence (P05186 whole entry, looked up): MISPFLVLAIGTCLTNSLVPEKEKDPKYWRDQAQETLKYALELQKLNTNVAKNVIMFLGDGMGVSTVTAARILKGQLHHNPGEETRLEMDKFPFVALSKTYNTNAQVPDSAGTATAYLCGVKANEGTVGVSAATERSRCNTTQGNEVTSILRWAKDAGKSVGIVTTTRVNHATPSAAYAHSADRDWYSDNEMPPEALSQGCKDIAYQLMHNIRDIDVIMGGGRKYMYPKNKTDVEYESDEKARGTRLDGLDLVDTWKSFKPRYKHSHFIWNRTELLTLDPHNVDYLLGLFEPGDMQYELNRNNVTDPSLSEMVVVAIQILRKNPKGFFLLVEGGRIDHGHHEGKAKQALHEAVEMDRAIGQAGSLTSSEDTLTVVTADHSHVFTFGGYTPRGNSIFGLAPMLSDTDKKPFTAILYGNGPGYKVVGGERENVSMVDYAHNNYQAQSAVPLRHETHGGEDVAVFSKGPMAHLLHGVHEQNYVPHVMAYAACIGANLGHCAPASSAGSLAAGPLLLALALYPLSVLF
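Control set: EDTA negative control, DMSO positive control / Assay system: human TNAP / Quantity: TNAP 1/800 final / Evaluation: TNAP activation factor scaled between EDTA and DMSO control wells / Measured by: luminescent substrate turnover signal / Compound dosing: one dose, 20 µM / Times: 30 min enzyme reaction at room temperature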
PMI act: activators of human PMI, primary screen, biochemical, fluorescence intensity, near-Km mannose 6-phosphate; activation factor at 20 µM; actives 0.005% (n = 190,000); purified human PMI, coupled resazurin fluorescence, 20 min; stronger effect = higher value; 1 = vehicle control, 0 substrate-free wells; AID 1214, 2008;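 active = activation factor of 2 or more at 20 µM, relative to plate controls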
Target sequence (P34949 whole entry, looked up): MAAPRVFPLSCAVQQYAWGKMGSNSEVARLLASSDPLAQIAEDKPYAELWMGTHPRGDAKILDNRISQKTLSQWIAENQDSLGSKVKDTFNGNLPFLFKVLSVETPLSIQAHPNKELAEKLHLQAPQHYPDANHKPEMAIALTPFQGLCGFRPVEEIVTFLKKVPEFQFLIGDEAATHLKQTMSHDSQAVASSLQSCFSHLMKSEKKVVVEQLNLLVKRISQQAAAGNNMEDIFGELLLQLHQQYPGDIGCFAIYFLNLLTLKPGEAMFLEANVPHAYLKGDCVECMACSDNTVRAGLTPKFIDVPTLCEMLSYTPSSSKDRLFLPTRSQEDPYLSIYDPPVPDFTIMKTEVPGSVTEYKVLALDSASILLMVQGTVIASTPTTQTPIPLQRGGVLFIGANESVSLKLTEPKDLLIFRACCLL
TNAP inh hi DEA: human TNAP enzyme inhibitors, primary screen, biochemical, luminescent, high phosphate acceptor level, uHTS | AID 1135, 2008 | actives 0.03% (n = 200,000) | inhibition, % at 20 µM | purified TNAP, CDP-star luminescence, 1 M DEA;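 active = over 50% inhibition of tissue-nonspecific alkaline phosphatase at 20 µM in the single-dose screen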;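 also: plate controls were DMSO wells for no effect and EDTA-quenched wells as full inhibition for full effect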
L major viab: Leishmania major promastigote growth inhibition, primary screen. Leishmania major promastigotes, resazurin fluorescence viability. actives 9% (n = 200,000). inhibition, % at 10 µM; in the data active = inhibition above about 50%;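 also: promastigotes grown with compound for 44 hours at 28 °C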
bIAP act: bovine intestinal alkaline phosphatase activators, primary screen, biochemical, bovine IAP, CDP-star luminescence | activation factor at 20 µM | purified bovine IAP, 30 min; stronger effect = higher value; fold of DMSO-control signal, blank-subtracted | AID 1016, 2008 | actives 0.17% (n = 200,000) | alkaline phosphatase, intestinal [Bos taurus];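 active = activation factor of 2 or more at 20 µM, a signal rise over negative controls twice the positive control's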
Diaph inh CS: diaphorase inhibitors and chemical oxidizers, primary screen, counter-screen for diaphorase-coupled primary assays, biochemical, uHTS, resorufin fluorescence; inhibition, % at 20 µM; AID 1217, 2008; actives 0.69% (n = 190,000); diaphorase resazurin-to-resorufin fluorescence, NADH, 16 min; bacterial (C. kluyveri) enzyme, not human;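 active = primary screen inhibition at 20 µM above a set limit, cut at about 50% in these data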;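 also: plate controls were DMSO with full reaction for no effect and wells lacking NADH for full effect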
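material = Clostridium kluyveri diaphorase enzyme | amount = 0.14 U/mL diaphorase, enzyme working solution | schedule = incubation 16 min, room temperature | detection = fluorescence of resorufin formed from resazurin, Ex 544/Em 590 nm | benchmarks = positive control minus NADH, DMSO neutral control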
TNAP inh noacc: human TNAP enzyme inhibitors, primary screen, biochemical, luminescent, no phosphate acceptor, uHTS | Alkaline phosphatase, tissue-nonspecific isozyme (Homo sapiens), P05186 | purified TNAP, CDP-star luminescence, 30 min | inhibition, % at 20 µM | actives 0.26% (n = 200,000);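 active = tissue-nonspecific alkaline phosphatase inhibition above about 50% at 20 µM in the single-dose screen, limit read from the data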;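 also: 0% = DMSO negative control and 100% = EDTA positive control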
PMI act hi M6P: human PMI activators, high substrate, primary screen, biochemical, fluorescence intensity, near-saturating mannose 6-phosphate; Mannose-6-phosphate isomerase (Homo sapiens), P34949; coupled PMI enzyme assay, resazurin fluorescence, 20 min; stronger effect = higher value; 1 = untreated enzyme, 0 = substrate-free blank; activation factor at 20 µM; actives 0.34% (n = 190,000); AID 1216, 2008;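 active = activation factor of 2 or more at 20 µM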
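Material: human phosphomannose isomerase with PGI, G6PDH, diaphorase coupling enzymes; amount: PMI at 15 ng/mL final; also added: Mannose-6-phosphate 1.0 mM (near-saturating) plus 0.22 mM NADP+; incubation: enzyme reaction with compound 20 min at room temperature; signal: resorufin fluorescence (Ex 544/Em 590 nm) from resazurin via diaphorase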
bIAP inh: bovine intestinal alkaline phosphatase inhibitors, primary screen, selectivity assay for TNAP inhibitor project, biochemical, bovine IAP, CDP-star luminescence; alkaline phosphatase, intestinal [Bos taurus]; purified bovine IAP, 30 min; inhibition, % at 20 µM; 190,000 tested, under 10 active; AID 1019, 2008;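 active = over 50% inhibition of intestinal alkaline phosphatase at 20 µM in the single-dose screen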
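System: purified bovine intestinal alkaline phosphatase (IAP) enzyme; Input: IAP diluted 1/65,000,000 in the well; Measured by: CDP-star luminescence signal; Compound dosing: 20 µM single dose; Incubation: 30 min reaction at room temperature.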
Diaph act CS: compounds boosting diaphorase resazurin reduction – biochemical, uHTS, resorufin fluorescence, counter-screen for diaphorase-coupled primary assays, primary screen; activation factor at 20 µM; Diaphorase/resazurin coupled assay, 16 min; stronger effect = higher value; 1 = vehicle wells, 0 = NADH-free wells; actives 0.005% (n = 190,000); AID 1229, 2008;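 active = diaphorase activity raised at least twofold by the compound at 20 µM; inactive = activation factor below 2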
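Material: bacterial diaphorase enzyme (C. kluyveri); amount: enzyme 0.07 U/mL final; reagent: NADH substrate 0.114 mM plus resazurin dye 0.1 mM, final; doses: single compound dose of 20 µM, 1% DMSO final; timing: 16 min enzyme reaction, ambient temperature; measured by: fluorescence of resorufin, 544 nm excitation, 590 nm emission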
Active calls of the source: *; / = not tested or not shown.

SMILES	TNAP act hiacc	PMI act	TNAP inh hi DEA	L major viab	bIAP act	Diaph inh CS	TNAP inh noacc	PMI act hi M6P	bIAP inh	Diaph act CS
CCOc1cc(/C=C2/SC(=S)N(C)C2=O)ccc1Oc1ccc([N+](=O)[O-])cc1[N+](=O)[O-]	1	1.1	3	63*	1.1	10	-5	0.9	-7	0.9
COc1ccccc1OCCNc1nc2c(c(=O)n(C)c(=O)n2C)n1C	1	1.1	-5	7	1	-4	-11	1.2	0	1
Cc1cccc(-c2nnn3c2nc(NCCc2ccc(S(N)(=O)=O)cc2)c2ccccc23)c1	1.1	1	-12	46	0.9	14	0	1	10	0.9
O=[N+]([O-])c1ccc2c(c1)C(O)n1nc(-c3ccc(Cl)cc3Cl)nc1S2 (configuration not stated)	1.1	1.1	-5	-5	0.2	0	4	1.1	/	1
CC1=C(C)CC2C(=O)N(c3cccc4ccccc34)C(=O)C2C1 (configuration not stated)	1.1	1	-5	5	0.8	25	-16	1.1	15	0.8
CN(C)c1ccnc(Oc2ccc(C(C)(C)C)cc2)c1C#N	1	0.8	1	12	0.9	12	-9	1	12	0.9
CC(=O)O/N=C/c1c(N2CCOCC2)n(C)c2ccccc12	1.1	1	-6	99*	1	8	-3	1	-3	0.9
CC(C)C(=O)N1CCN(c2nc(-c3ccccc3)c3c(c2C#N)CCCC3)CC1	1.1	0.9	-6	49	1.1	16	-23	1	-6	0.8
Cc1ccc(OCCNC(=O)C(=O)NCc2ccco2)cc1	1	1	-2	-6	1.1	-14	-4	1	-10	1.1
CSc1ccccc1NC(=O)Cn1c(-c2cscn2)nc2ccccc21	1	0.8	1	23	1.1	19	-6	0.8	-5	0.8

Profiles, looked up by structure. Values in the order: TNAP act hiacc, PMI act, TNAP inh hi DEA, L major viab, bIAP act, Diaph inh CS, TNAP inh noacc, PMI act hi M6P, bIAP inh, Diaph act CS
Profile of `CC1=C(C)CC2C(=O)N(c3cccc4ccccc34)C(=O)C2C1` (configuration not stated) → 1.1, 1, -5, 5, 0.8, 25, -16, 1.1, 15, 0.8
Profile of `Cc1ccc(OCCNC(=O)C(=O)NCc2ccco2)cc1` → 1, 1, -2, -6, 1.1, -14, -4, 1, -10, 1.1
Profile of `CC(C)C(=O)N1CCN(c2nc(-c3ccccc3)c3c(c2C#N)CCCC3)CC1` → 1.1, 0.9, -6, 49, 1.1, 16, -23, 1, -6, 0.8
Profile of `O=[N+]([O-])c1ccc2c(c1)C(O)n1nc(-c3ccc(Cl)cc3Cl)nc1S2` (configuration not stated) → 1.1, 1.1, -5, -5, 0.2, 0, 4, 1.1, /, 1
Profile of `Cc1cccc(-c2nnn3c2nc(NCCc2ccc(S(N)(=O)=O)cc2)c2ccccc23)c1` → 1.1, 1, -12, 46, 0.9, 14, 0, 1, 10, 0.9

More records follow:
SMILES	TNAP act hiacc	PMI act	TNAP inh hi DEA	L major viab	bIAP act	Diaph inh CS	TNAP inh noacc	PMI act hi M6P	bIAP inh	Diaph act CS
CC(C)c1csc2nc3n(c(=O)c12)CCCCC3	1.1	0.9	-5	-5	0.9	12	-9	0.9	9	0.9
CCOC(=O)CC(=O)NC(CC(=O)OC)c1ccc(Br)cc1 (configuration not stated)	1	1.1	-2	-5	1	-4	-9	1.1	-5	1
CNC(=O)/C(C#N)=C/c1ccc(-c2ccc(Cl)cc2)o1	1	/	2	5	0.9	/	-3	/	6	/
CCOC(=O)C(C)n1nc(-c2ccccc2)c2ccccc2c1=O (configuration not stated)	1.1	0.9	-7	13	1.1	18	-8	0.9	-5	0.8
Cc1cc(NCCc2ccc(Cl)cc2)n2ncnc2n1	1.1	0.9	-6	2	0.9	20	-5	0.9	5	0.8
CC(C)(C)c1nnc(NC(=O)c2cccnc2)s1	1	1	-5	-5	1.3	7	-6	1	-33	0.9
O=C1Nc2ccccc2OC1CC(=O)N1CCCC1 (configuration not stated)	1	0.9	-2	-6	1	19	-4	1	-3	0.8
O=C(CSc1ncn[nH]1)Nc1ccc(Cl)c(Cl)c1	1	0.9	1	9	1.1	18	6	0.9	-6	0.8
CCOC(=O)c1sc(N=NC2=C(O)CCCC2=O)c(C(=O)OCC)c1C	0.7	1	34	-1	1.1	19	-31	0.9	-12	0.8
CCc1nnc2sc(-c3cc(-c4ccccc4)nc4ccccc34)nn12	1	0.9	4	0	0.9	5	1	0.9	11	1

Single values from the list:
Result of CNC(=O)/C(C#N)=C/c1ccc(-c2ccc(Cl)cc2)o1 under bIAP inh: 6
Result of CCOC(=O)c1sc(N=NC2=C(O)CCCC2=O)c(C(=O)OCC)c1C under TNAP inh noacc: -31
Result of Cc1cc(NCCc2ccc(Cl)cc2)n2ncnc2n1 under PMI act: 0.9

Next part:
SMILES	TNAP act hiacc	PMI act	TNAP inh hi DEA	L major viab	bIAP act	Diaph inh CS	TNAP inh noacc	PMI act hi M6P	bIAP inh	Diaph act CS
OC(CNCCc1ccc(C(F)(F)F)cc1)COc1ccc2ccccc2c1 (configuration not stated)	1	1	-3	99*	0.9	-23	-9	1	6	1.2
Nc1cc(=O)[nH]c(SCc2cccc(Cl)c2)n1	1.1	1	-5	3	0.9	11	-10	1	13	0.9
COc1ccccc1NC(=O)C(CC(C)C)NC(=O)C1CCCCC1 (configuration not stated)	1.1	1	-8	36	1.1	-1	-7	1	-13	1
COc1ccccc1OCCCCCCN1CCOCC1	1	1.1	-4	89*	1.1	-3	-10	1.1	-9	1
CCOc1ccc(NC(=O)NCCCSC2CCCCC2)cc1	1	1	-5	5	1	-8	-15	1	-2	1.1
S=c1[nH]nc(-c2cccnc2)o1	1.1	1.2	-9	-7	0.9	12	-12	1.2	9	0.9
O=C1CN(O)C=C2N=c3ccccc3=C2N1c1ccc([N+](=O)[O-])cc1	0.8	1.1	24	9	0.8	2	3	1.1	22	1
O/N=C/c1ccccc1Oc1ccccc1	1	0.8	-2	-6	0.6	14	-3	0.9	40	0.9
O=C(COC(=O)/C=C/c1ccc(S(=O)(=O)N2CCc3ccccc32)cc1)NC1CCS(=O)(=O)C1 (configuration not stated)	1	0.9	-2	-4	0.9	10	-5	0.9	12	0.9
O=C(CN1C(=O)C2CCCCC2C1=O)OCn1nnc2ccccc2c1=O (configuration not stated)	1	1	-3	-4	1.1	-14	-16	1	-9	1.1
CCC(=O)Nc1cccc2c1C(=O)N(C)C2=O	1	1.1	-3	-2	1.1	-2	-8	1.1	-11	1
CS(=O)(=O)N(CC(=O)N1CCOCC1)Cc1ccc(Cl)cc1	1	1	-5	-7	1.1	6	-5	1	-6	0.9
C=CCOc1c(Cl)cc(CNc2ccc(C)c(Cl)c2)cc1OC	1.1	0.9	-7	9	0.4	17	-17	0.9	/	0.8
CC(Oc1cccc(F)c1)C(=O)/C=C\N(C)C (configuration not stated)	1.1	1.1	-8	-4	1	-16	11	1.1	-2	1.2
CCN(CC)S(=O)(=O)c1ccc(NC(=O)c2cc(-c3ccccc3)nc3ccccc23)cc1	1	0.9	-1	2	1	19	0	0.9	2	0.8
O=C(Cc1ccccc1[N+](=O)[O-])NCc1ccc2c(c1)OCO2	1	1.1	-1	-2	1.3	6	-16	1	-35	0.9
Cc1ccc(N2CC(C(=O)Nc3nnc(SCC(=O)Nc4nc(C)cs4)s3)CC2=O)cc1 (configuration not stated)	1	1.1	-4	49	1	4	-3	1.1	1	1
Cc1ccc[n+](CC(=O)Nc2c(Cl)cc(Cl)cc2Cl)c1	1	/	-1	-1	1	/	-3	/	-2	/
COc1ccc(NC(=O)CSc2nncn2C)cc1OC	1	1.1	-1	-1	1	6	-9	1	4	0.9
Cc1ccc(S(=O)(=O)N2CCN(Cc3nc4sc5c(c4c(=O)[nH]3)CCCC5)CC2)cc1	1	1.1	-4	8	0.9	6	1	1.1	8	0.9
CCC(C)[C@@H](NC(=O)OC(C)(C)C)c1nnc(S(=O)(=O)Cc2cccc(C)c2)o1 (some centres not stated)	1.1	0.8	-8	8	1	23	-8	0.9	4	0.8
Cc1ccc(N2C(=O)C3C4C=CC(CNC(=S)N5CCN(c6ccccc6)CC5)(O4)C3C2=O)cc1 (configuration not stated)	1	1.2	1	-4	1.1	19	-19	1.3	-8	0.8
CCOc1ccccc1NC(=O)CN(c1ccc(C)cc1)S(=O)(=O)c1c(C)n[nH]c1C	1	0.9	-4	39	1.3	12	-3	0.9	-28	0.9
COC(=O)CCN(C(=O)C1C2CC3CC(C2)CC1C3)c1ccccn1 (configuration not stated)	1.1	1	-10	-7	1	15	-15	1	1	0.8
CCN(CC)CCNc1nc2c(c(=O)[nH]c(=O)n2C)n1CC(O)COc1ccc(Cl)cc1Cl (configuration not stated)	1.1	1	-6	92*	1.4	18	-3	1	-37	0.8
CC(C)COc1cccc(C(=O)Nc2ccc(S(=O)(=O)N3CCOCC3)cc2)c1	1	0.8	1	3	1	20	-4	0.8	2	0.8
O=C(Cc1c(O)c2ccccc2[nH]c1=O)NCc1ccccc1F	1	1	-3	-4	0.9	10	-7	1	6	0.9
COc1ccc(-c2[nH]ncc2CN2CCN(c3ccccn3)CC2)c(OC)c1	1	1	-2	-3	0.9	14	1	1	8	0.9
